HTR5A ag ctr: counter-screen for OPRM1-OPRD1 agonists: human HTR5A agonism; P47898; HTR5A agonist assay, luminescence, cell-based; activation, % at 9.3 µM; hit rate 0.61% among 340,000; AID 504692; in the data active = activation mostly above about 9.5%, no sharp cut-off; inactive = mostly below about 7.6%;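 also: 0% = cells with vehicle only and 100% = reference agonist; strong numbers were not always called active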
PvdQ inh: blocks Pseudomonas aeruginosa PvdQ acylase activity | purified PvdQ acylase, fluorescence plate reader | inhibition, % at 10 µM | hit rate 0.063% among 340,000 | AID 488965; in the data active = inhibition above about 30%, passing the limit was not always enough;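 also: 0% = vehicle neutral wells and 100% = reference inhibitor wells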
dFosB act: activators of mouse delta FosB homodimer. purified delta FosB, TAMRA-CDK5 oligo fluorescence polarization; percent of positive-control signal above neutral wells. activation, % at 25 µM. hit rate 0.99% among 340,000. AID 493131;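 active = mean activation above about 17%, with every replicate also reaching it, limit read from the data, passing the limit was not always enough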;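 also: fluorescence polarization rise as delta FosB binds a TAMRA Cdk5 AP-1 oligo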
Target sequence (P13346 whole entry, looked up): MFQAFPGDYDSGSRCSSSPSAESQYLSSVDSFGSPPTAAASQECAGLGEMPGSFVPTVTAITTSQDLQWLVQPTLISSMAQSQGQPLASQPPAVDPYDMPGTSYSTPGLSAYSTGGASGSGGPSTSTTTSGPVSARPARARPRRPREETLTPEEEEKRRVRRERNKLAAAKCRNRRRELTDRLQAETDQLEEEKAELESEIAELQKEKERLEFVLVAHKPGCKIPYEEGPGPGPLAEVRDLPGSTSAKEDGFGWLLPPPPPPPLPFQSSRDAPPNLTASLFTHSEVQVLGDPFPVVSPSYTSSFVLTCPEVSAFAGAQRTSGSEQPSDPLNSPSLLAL
RTF Ca sens act: increases calcium sensitivity of human cardiac regulated thin filaments; P19429+P45379; IANBD-labeled TnC RTF fluorescence at EC20 calcium; 0% EC20 calcium, 100% full calcium; activation, % at 7.2 µM; hit rate 0.24% among 340,000; AID 493008;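 active = activation above the mean over all tested compounds plus 3 SD, cut at about 30% in these data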;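 also: rise in fluorescence read as greater calcium sensitivity of cardiac thin filaments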
Rtt109 Vps75: inhibitors of Candida albicans Rtt109/Vps75 histone acetyltransferase. Q5AAJ8. purified Rtt109/Vps75, ThioGlo CoA-SH fluorescence, 4 h. inhibition, % at 34.9 µM. hit rate 0.16% among 330,000. AID 540336;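 active = inhibition of at least 50% in every replicate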
CDK5 p35 inh: inhibitors of human CDK5/p35 kinase; hit rate 0.01% among 330,000; inhibition, % at 10 µM; Recombinant CDK5/p35, ADP-Glo luminescence, 60 min; AID 488839;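 active = highest replicate inhibition of at least 50% and at least 75% of replicates reaching 50%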;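 also: plate controls were DMSO neutral control for no effect and GW8510 at 10 µM for full effect; many of its hits are not listed in these tables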
Wnt bcat act: Wnt/beta-catenin pathway activation | Wnt/beta-catenin reporter cell assay, activator, plate reader | activation, % at 9.35 µM | hit rate 1.2% among 300,000 | AID 743398; in the data active = activation above about 30%, passing the limit was not always enough;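 also: 0% = neutral control wells and 100% = positive control wells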
SR-BI HDL uptake: mouse SR-BI HDL lipid transfer inhibition | Q61009 | ldlA[mSR-BI] CHO cells, DiI-HDL uptake fluorescence, 3 h | inhibition, % at 12.5 µM | hit rate 0.96% among 320,000;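 active = mean replicate inhibition of at least 70% and a set share of replicates each scoring 70 or more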;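 also: 0% = median of neutral control wells and 100% = median of positive control wells; values of inactives mirror those of a sister screen read the other way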
Target sequence (Q61009 whole entry, looked up): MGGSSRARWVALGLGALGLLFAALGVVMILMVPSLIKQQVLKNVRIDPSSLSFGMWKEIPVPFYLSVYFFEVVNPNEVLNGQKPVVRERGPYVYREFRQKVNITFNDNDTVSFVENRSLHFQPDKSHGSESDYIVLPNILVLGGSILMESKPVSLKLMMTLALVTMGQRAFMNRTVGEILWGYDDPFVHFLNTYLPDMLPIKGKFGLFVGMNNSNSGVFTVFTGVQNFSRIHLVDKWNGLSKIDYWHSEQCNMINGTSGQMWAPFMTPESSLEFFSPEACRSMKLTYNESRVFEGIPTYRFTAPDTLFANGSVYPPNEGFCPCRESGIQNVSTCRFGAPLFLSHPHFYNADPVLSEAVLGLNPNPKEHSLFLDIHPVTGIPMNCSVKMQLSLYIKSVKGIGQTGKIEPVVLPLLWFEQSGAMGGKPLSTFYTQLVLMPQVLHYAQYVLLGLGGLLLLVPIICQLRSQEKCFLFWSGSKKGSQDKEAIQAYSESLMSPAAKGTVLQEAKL
MITF TRPM1 HTS: MITF TRPM1 promoter activation in melanoma cells; hit rate 0.75% among 300,000; activation, % at 12.5 µM; SK-MEL-5 TRPM1-promoter luciferase, 24 h; % of positive control, neutral wells = 0;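 active = mean activation of at least 80% with every replicate also reaching 80%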;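 also: 0% = neutral control wells and 100% = parthenolide positive control wells; values of inactives mirror those of a sister screen read the other way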
SR-BI DiI-HDL act: enhances SR-BI lipid uptake from DiI-HDL; hit rate 0.096% among 320,000; activation, % at 12.5 µM; CHO ldlA[mSR-BI] cells, DiI-HDL uptake fluorescence, 3 h; 100 = double the neutral-control signal;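 active = mean replicate activation of at least 60% and every replicate at or above 60%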;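 also: 0% = median plate neutral-control signal and 100% = twice that signal; values of inactives mirror those of a sister screen read the other way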
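system = CHO ldlA[mSR-BI] cells, LDL receptor-null, SR-BI overexpressing | medium = Ham's F12 with 0.5% BSA, HEPES 25 mM, pH 7.4 | probe or stimulus = DiI-HDL 10 µg/mL | compound dosing = single-point compound dose | incubation = compound exposure 3 h, 37 °C | technique = DiI fluorescence, bottom read | read-out = cell-associated DiI fluorescence as measure of HDL uptake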
* hit, by the source's call; . = not tested or not shown.

Order of values – HTR5A ag ctr	PvdQ inh	dFosB act	RTF Ca sens act	Rtt109 Vps75	CDK5 p35 inh	Wnt bcat act	SR-BI HDL uptake	MITF TRPM1 HTS	SR-BI DiI-HDL act
CCCc1cc(C(=O)Nc2sc3c(c2C#N)CCC3)no1
 : 1	-6	-3	-1	-2	-1.7	14	-8	29	8
O=C(C1=C[C@@H](c2ccc(C(F)(F)F)cc2)C[C@@H](OCc2ccc(CO)cc2)O1)N1CCN(Cc2ccc3c(c2)OCO3)CC1
 : 0	-9	-5	11	-5	1.5	-8	-8	15	8
CC1=CC(C)(C)C(C(=O)O)C(C(=O)O)C1 (stereo not drawn)
 : -1	-4	-2	10	-6	0.7	0	-6	.	6
Cc1nc([N+](=O)[O-])cn1CC(O)c1ccc(-c2ccccc2)cc1 (stereo not drawn)
 : .	-8	-12	.	-14	0.3	-1	-4	.	4
CCC(C)N(C(=O)c1csnn1)C(C(=O)NC1CCCC1)c1ccc(F)cc1 (stereo not drawn)
 : 0	-6	1	0	-1	-0.6	-1	.	.	.
CCCCC(=O)Nc1cccc(-c2nc3ncccc3o2)c1C
 : 1	-15	-5	4	1	-1.3	3	54	25	-54
Cc1ccc(NC(=S)NN2CCN(C)CC2)c(C)c1
 : 2	-6	-1	-6	.	-0.2	-7	3	-5	-3
Cc1cnc2c(C(=O)O)cnn2c1
 : 0	-14	-2	2	-7	1.2	-1	-1	7	1
Cc1cc(C)c(S(=O)(=O)NCCOc2ccccc2)c(C)c1-n1cnnn1
 : 0	-10	7	0	-13	-0.8	0	17	6	-17
Cc1noc(C)c1C(=O)OCC(=O)c1cc(C)n(Cc2ccccc2Cl)c1C
 : -8	-9	-8	4	5	-2.1	41*	-13	55	13
O=C1CCNc2cc3ccccc3cc21
 : 2	-1	0	-7	14	-1.8	.	17	.	-17
CCN(CC)CCCN(Cc1cc2cc3c(cc2[nH]c1=O)OCO3)C(=S)Nc1ccc(OC)cc1
 : 2	14	-6	4	2	0.8	0	12	-6	-12
CC(C)(C)NC(=O)CCN(/N=C/c1ccccc1O)C1=NS(=O)(=O)c2ccccc21
 : -5	-4	8	0	-5	-1.1	1	19	-9	-19
COc1ccc(NC2CCCN(C(=O)c3cc(C)nc4cc(F)ccc34)C2)cc1 (stereo not drawn)
 : -6	3	-7	-4	9	0.9	0	-5	-2	5
CCN(CC)S(=O)(=O)c1cc(C(=O)OCC(=O)Nc2cccc(Br)c2)ccc1F
 : 2	-1	2	-1	-3	1.5	7	-27	4	27
O=C(NCCO)C(=O)c1c(-c2ccc(Cl)cc2)cc2ccccn12
 : 6	-8	-2	-3	-3	0.1	-4	-17	12	17
Cc1cccc(NC(=S)NC(=O)c2ccc(Br)o2)c1
 : 0	13	-4	0	-5	3.1	22	26	25	-26
CCOc1ccccc1C(=O)N[C@H](C(=O)OCc1cc(=O)oc2cc(C)ccc12)C(C)C
 : -4	4	-2	-1	3	0.6	0	25	21	-25
Cc1cc(C)cc(NS(=O)(=O)c2ccc(F)cc2)c1
 : 0	5	1	8	30	-1.7	-2	9	-2	-9
COc1ccccc1CNC(=O)COC(=O)/C=C/c1ccc2c(c1)OCO2
 : 0	-7	-7	-1	-4	-0.6	5	-6	34	6
c1ccc2c(N3CCCCC3)nc(N3CCOCC3)nc2c1
 : -4	-6	2	8	-7	0.7	-1	1	0	-1
CCOc1ccc(NC(=O)CSc2nnc(C(C)C)n2CC)cc1
 : -1	-6	-6	-3	-4	0.1	-4	4	-13	-4
O=C(CSc1nnc(Cc2cc(=O)[nH]c(=O)[nH]2)n1-c1ccc(F)cc1)NC1CCCC1
 : -1	-9	6	5	-11	1.4	-1	-14	3	14
CCCCOc1cccc(OCCCC)c1C(=O)Nc1cc(C)on1
 : 4	-19	-3	-6	12	0.6	.	6	-1	-6
CN(C)NC(=S)NC(=O)C12CC3CC(CC(C3)C1)C2
 : 3	-6	-2	-4	1	2.4	-4	21	1	-21
CCCn1cc(SCC(=O)Nc2ccc3c(c2)OCO3)c2ccccc21
 : -1	-14	0	-5	7	-1.0	-1	40	5	-40
CCN(CC(=O)NCc1cccs1)C(=O)/C=C/c1cc(OC)c(OC)c(OC)c1
 : -1	-8	4	10	-9	0.3	-3	17	6	-17
CCOc1ccc(C(=O)NCC(C)NC(=O)c2ccc(OCC)cc2)cc1 (stereo not drawn)
 : -2	-11	-1	1	1	-2.5	-1	-13	.	13
COc1cccc(OC(=O)CSc2nnc(-c3ccccc3Br)o2)c1
 : -3	-12	-4	-1	4	2.0	-2	-3	-7	3
O=S(=O)(c1ccc2c(c1)OCCO2)N1CCN(S(=O)(=O)c2ccccn2)CC1
 : 1	-9	1	-3	-7	-0.6	0	-3	-8	3
CCc1ccc(OCC(=O)Nc2cccc3nsnc23)cc1
 : -1	11	-2	-2	-7	-1.1	.	-23	2	23
Cc1cc2oc(=O)cc(C)c2cc1NC(=O)CCC(=O)O
 : 7	2	7	2	38	0.6	-1	-14	-35	14
CCN1CCN(C(c2cccs2)C(C)NC(=O)c2cccnc2)CC1 (stereo not drawn)
 : 6	8	-12	-4	0	-0.8	.	11	-2	-11
CCOC(=O)c1sc(=NC(=O)CCS(=O)(=O)c2ccccc2)n(C)c1C
 : -6	-13	-6	5	-19	1.1	-2	-4	-1	4
Cc1cc(C(=O)OCC(=O)N2CCCCCC2)ccc1[N+](=O)[O-]
 : 1	-12	-1	1	3	-1.5	-3	-3	-4	3
Cc1cc(C)cc(NC(=O)CN2CCC(C(=O)c3ccccc3)CC2)c1
 : 3	7	-14	1	7	-0.4	-5	-14	-6	14
COc1ccc(CCNC(=O)c2cc3c(cc2Cl)N2CCCCCC2=NS3(=O)=O)cc1
 : -6	-13	-3	3	-2	-0.4	-2	8	-2	-8
CCOC(=O)c1c(O)c2c(n(Cc3ccco3)c1=O)CCCC2
 : 3	9	-2	-4	10	0.4	.	-21	-4	21
Cc1c([N+](=O)[O-])nnn1-c1cc(Cl)cc(Cl)c1
 : 9	-9	0	-2	0	-0.5	.	17	-1	-17
CCCc1cc(=O)oc2cc(OCc3ccc(OC)cc3)c(Cl)cc12
 : -4	4	3	-4	-8	-1.6	0	30	2	-30

Reformatted in markdown: 7 of the compounds above
| Molecule | HTR5A ag ctr | PvdQ inh | dFosB act | RTF Ca sens act | Rtt109 Vps75 | CDK5 p35 inh | Wnt bcat act | SR-BI HDL uptake | MITF TRPM1 HTS | SR-BI DiI-HDL act |
| --- | --- | --- | --- | --- | --- | --- | --- | --- | --- | --- |
| CCOc1ccc(C(=O)NCC(C)NC(=O)c2ccc(OCC)cc2)cc1 (stereo not drawn) | -2 | -11 | -1 | 1 | 1 | -2.5 | -1 | -13 | . | 13 |
| COc1cccc(OC(=O)CSc2nnc(-c3ccccc3Br)o2)c1 | -3 | -12 | -4 | -1 | 4 | 2.0 | -2 | -3 | -7 | 3 |
| O=S(=O)(c1ccc2c(c1)OCCO2)N1CCN(S(=O)(=O)c2ccccn2)CC1 | 1 | -9 | 1 | -3 | -7 | -0.6 | 0 | -3 | -8 | 3 |
| CCc1ccc(OCC(=O)Nc2cccc3nsnc23)cc1 | -1 | 11 | -2 | -2 | -7 | -1.1 | . | -23 | 2 | 23 |
| Cc1cc2oc(=O)cc(C)c2cc1NC(=O)CCC(=O)O | 7 | 2 | 7 | 2 | 38 | 0.6 | -1 | -14 | -35 | 14 |
| CCN1CCN(C(c2cccs2)C(C)NC(=O)c2cccnc2)CC1 (stereo not drawn) | 6 | 8 | -12 | -4 | 0 | -0.8 | . | 11 | -2 | -11 |
| CCOC(=O)c1sc(=NC(=O)CCS(=O)(=O)c2ccccc2)n(C)c1C | -6 | -13 | -6 | 5 | -19 | 1.1 | -2 | -4 | -1 | 4 |

(cont.)
Order of values – HTR5A ag ctr	PvdQ inh	dFosB act	RTF Ca sens act	Rtt109 Vps75	CDK5 p35 inh	Wnt bcat act	SR-BI HDL uptake	MITF TRPM1 HTS	SR-BI DiI-HDL act
Cc1c(C(=O)N(C)Cc2ccccc2)oc2ccc(S(=O)(=O)N3CCCC3)cc12
 : 0	-4	-12	-3	-2	4.2	6	9	.	-9
C=CCn1c(SCC(=O)NC2CCCc3ccccc32)nnc1-c1ccncc1 (stereo not drawn)
 : 5	-15	4	1	7	-1.0	.	-2	3	2
COc1ccc(NC2CCCN(C(=O)c3ccc(OC)cc3OC)C2)cc1 (stereo not drawn)
 : 5	13	-12	-7	34	0.8	0	3	0	-3
Cc1sc(NC(=O)CN(Cc2ccccc2)C(=O)C2CC2)c(C(N)=O)c1C
 : 0	-6	3	1	16	-0.6	-2	1	.	-1
Cc1ccc2[nH]c3c(N4CCc5ccccc5C4)ncnc3c2c1
 : 5	-7	6	-4	11	-1.5	-6	43	-19	-43
NNC(=S)Nc1ccc(C(F)(F)F)cc1Cl
 : -1	-9	6	-1	-10	-0.3	4	7	-2	-7
CC(C)N(Cc1nc(-c2ccc(Cl)cc2)no1)C(=O)CCC1CCCC1
 : 2	-18	-8	4	-3	-1.3	-3	-17	6	17
CC(C)(C)c1nnc(N/N=C/c2ccccc2O)n(N)c1=O
 : 2	6	-11	-18	-1	0.6	1	34	-45	-34
CCN(c1ccccc1)S(=O)(=O)c1ccc(OC)c(NC(=O)COc2ccc(C(C)=O)cc2)c1
 : -7	-22	-1	-8	2	-0.6	-4	-17	-10	17
CN(C)c1ccc(/C=N/NC(=O)c2ccc(-n3cnnn3)cc2)cc1
 : -2	-14	0	-2	-7	-16	2	-28	2	28
O=C(COc1ccccc1Cl)Nc1ccc(C(=O)c2ccc(C(=O)O)cc2)cc1
 : 1	1	-1	-2	0	0.3	-1	38	7	-38
CC(C)Oc1cccc(C(=O)C2CCCN(C(=O)c3cc(C(F)(F)F)[nH]n3)C2)c1 (stereo not drawn)
 : 2	-10	-6	3	-5	-9.2	0	28	-5	-28
Cc1ccc(S(=O)(=O)N2CCOCC2)cc1NC(=O)COC(=O)CCn1c(C)csc1=O
 : 2	1	-11	-3	0	0.6	0	-2	-3	2
CCC[C@@H]1C[C@@]1(CCC)[C@@H](NC(=O)c1ccccc1)c1ccc(C(=O)OC)cc1
 : 7	-6	-7	-10	-3	0.8	-2	0	11	0
CC(NC(=O)OCc1ccccc1)C(=O)Oc1cc2oc(=O)cc(-c3ccccc3)c2cc1Cl (stereo not drawn)
 : 2	-2	-8	1	2	2.7	-3	-8	-2	8
O=[N+]([O-])c1ccc(C2CNC(c3ccccc3)O2)cc1 (stereo not drawn)
 : -1	-5	-11	2	0	-1.4	-1	-19	0	19
COc1ccc(OCc2nc(N)nc(Nc3ccc(C)cc3)n2)cc1
 : -1	-8	-2	3	-2	-0.6	17	20	.	-20
CN(C)c1ccnc(-n2cccc2/C=N/OCc2ccccc2)c1C#N
 : 2	-8	-8	-1	0	-0.2	-2	-40	-4	40

Screening results as filed in PubChem.
